High-throughput results as filed in PubChem.
TexasRed fluor = Total Fluorescence Counterscreen for Inhibitors of the Interaction of Thyroid Hormone Receptor and Steroid Receptor Coregulator 2. TRb/SRC2 Texas Red total fluorescence interference. Potency, µM (highest dose often 106 µM), inactives show at the top dose fluorescence change, negative = quenching. 280,000 compounds, 0.29% hits. AID 1479, 2009; active = well fitted curve in either direction with a large enough effect
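Human TRb ligand-binding domain at 0.6 uM with 20 nM Texas Red SRC2 peptide in Tris buffer containing 1 uM T3 and 5% DMSO, incubated with compound 5 h at ambient temperature. Total fluorescence (555/632 nm) calculated as parallel + 2 × perpendicular.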
TRb-SRC2 inh = qHTS for Inhibitors of the Interaction of Thyroid Hormone Receptor and Steroid Receptor Coregulator 2. AID 1469, 2008. Thyroid hormone receptor beta (Homo sapiens), P10828. TRbeta-SRC2 peptide binding, fluorescence polarization; receptor liganded with 1 µM T3. Potency, µM (titrated, usually from 106 µM), for inactives: at the top dose activity change, negative = inhibition, usual class: inhibitors. 280,000 compounds, 0.065% hits; active = well fitted inhibition curve with a large enough effect;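 note: plate controls were bound peptide for no effect and peptide without receptor for full effect; nearly all actives have a fitted effect of over 50% in size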
Target sequence (P10828 whole entry, looked up): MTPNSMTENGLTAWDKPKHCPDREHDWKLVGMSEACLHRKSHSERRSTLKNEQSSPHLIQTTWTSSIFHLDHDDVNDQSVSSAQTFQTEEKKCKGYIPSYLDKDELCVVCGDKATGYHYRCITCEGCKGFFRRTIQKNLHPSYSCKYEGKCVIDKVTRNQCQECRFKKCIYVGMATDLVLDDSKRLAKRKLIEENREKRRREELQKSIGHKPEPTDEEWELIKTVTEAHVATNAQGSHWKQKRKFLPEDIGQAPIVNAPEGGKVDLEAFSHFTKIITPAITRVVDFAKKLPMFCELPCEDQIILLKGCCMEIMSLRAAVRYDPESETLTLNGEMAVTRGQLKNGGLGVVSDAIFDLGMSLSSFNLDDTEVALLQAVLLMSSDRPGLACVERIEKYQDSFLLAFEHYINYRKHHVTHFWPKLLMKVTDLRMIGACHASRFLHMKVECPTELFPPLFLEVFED
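Binding of a 20-amino-acid Texas Red SRC2 peptide (20 nM) to TRb ligand-binding domain (0.6 uM) with agonist T3 at 1 uM was followed by fluorescence polarization after a 5 hr room-temperature incubation.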
* hit, by the source's call; [ ] = remark or other dose. Unless noted, % is set by controls: 0 for no effect and ±100 for the full control effect; potency is the fitted concentration of half-maximal effect. An excerpt (hit frequency here may not be typical).

Results for Cc1ccccc1OCCn1cc(C(=O)C2CCCCC2)c2ccccc21 ?
TexasRed fluor: 6.5%; TRb-SRC2 inh: 11.2%

Results for CC1C(=O)Nc2ccc(S(=O)(=O)NCc3ccc(N(C)C)cc3)cc2NC1=O (stereo unspecified) ?
TexasRed fluor: 0.7%; TRb-SRC2 inh: 9.6%

How did Cc1nc2scc(C)n2c(=O)c1S(=O)(=O)NCc1ccccc1Cl do in these assays?
TexasRed fluor: -1.8%; TRb-SRC2 inh: 6.2%

How did Cc1cc(Cl)ccc1NC(=O)CCCn1nc(C)c2c(C)n(-c3ccccc3)nc2c1=O do in these assays?
TexasRed fluor: 0.5%; TRb-SRC2 inh: 2.5%

What do the screens show for `CN1C(=O)c2ccccc2Sc2ccc(NC(=O)N3CCN(c4cccc(Cl)c4)CC3)cc21`?
TexasRed fluor: -1.6%; TRb-SRC2 inh: -3.4%

Results for CCOc1ccccc1CNC(=O)c1cccn1-c1nnc(N2CCCC2)s1 ?
TexasRed fluor: -2.1%; TRb-SRC2 inh: -1.1%

Results for CCCOc1ccc(NC(=O)CC2C(=O)N(c3ccc(C)cc3)C(=O)N2C(C)C)cc1 (stereo unspecified) ?
TexasRed fluor: 0.9%; TRb-SRC2 inh: 2.1%

What do the screens show for `COc1ccc2cc(CNc3ccc(C)cc3)c(=O)n(CC(=O)Nc3cccc(Cl)c3C)c2c1`?
TexasRed fluor: 0.2%; TRb-SRC2 inh: -1.5%

How did COc1cc(-c2nnc(SCC(=O)NCc3ccccc3Cl)o2)cc(OC)c1OC do in these assays?
TexasRed fluor: -2.0%; TRb-SRC2 inh: -1.8%

Results for CCc1ccc(C(=O)COC(=O)C(Cc2c[nH]c3ccccc23)NC(=O)c2ccc(Br)cc2)cc1 (stereo unspecified) ?
TexasRed fluor: 5.0%; TRb-SRC2 inh: 6.1%

What do the screens show for `COc1ccccc1NC(=O)CSc1nc(-c2ccccc2F)nc2cc(=O)[nH]n12`?
TexasRed fluor: -1.6%; TRb-SRC2 inh: -5.9%

What do the screens show for `O=C(CSc1nc2c(c(=O)[nH]1)CCC2)Nc1ccccc1C(F)(F)F`?
TexasRed fluor: -1.6%; TRb-SRC2 inh: -1.8%

What do the screens show for `CCOc1ccc(CNC(=O)CCCn2nc(C)c3c(C)n(-c4ccc(C)cc4)nc3c2=O)cc1`?
TexasRed fluor: 0.2%; TRb-SRC2 inh: 0.1%

What do the screens show for `Cc1ccc2c(CNC3CCCCC3)c(C(=O)O)n(Cc3ccc(F)cc3)c2c1`?
TexasRed fluor: 0.8%; TRb-SRC2 inh: 6.3%

Results for COc1ccc(NC(=O)c2cc(C(C)=O)n3ccccc23)cc1 ?
TexasRed fluor: 0.3%; TRb-SRC2 inh: -0.8%

Results for CCC(Sc1nncn2c1cc1occc12)C(=O)Nc1ccc(C)c(Cl)c1 (stereo unspecified) ?
TexasRed fluor: -0.8%; TRb-SRC2 inh: 5.3%

Results for CCOC(=O)Cc1ccc(NC(=O)N(Cc2ccc(CC)cc2)Cc2cn[nH]c2-c2ccc(OC)cc2)cc1 ?
TexasRed fluor: -1.5%; TRb-SRC2 inh: 3.4%

What do the screens show for `CC(C)c1cccc(C(C)C)c1`?
TexasRed fluor: -1.9%[201 µM]; TRb-SRC2 inh: 1.0%[201 µM]

How did CCS(=O)(=O)N1CCCc2cc(C(=O)Nc3cc([N+](=O)[O-])ccc3C)ccc21 do in these assays?
TexasRed fluor: -2.4%; TRb-SRC2 inh: 6.8%

What do the screens show for `CCC(C(=O)Nc1ccc(C)c(C)c1)n1c(=O)c(C(F)(F)F)nc2ccccc21` (stereo unspecified)?
TexasRed fluor: 0.8%; TRb-SRC2 inh: 0.3%

Results for CCCCOCC(C)OCC(C)O (stereo unspecified) ?
TexasRed fluor: -4.0%[201 µM]; TRb-SRC2 inh: 5.0%[201 µM]

How did CN(C(=O)CSc1cn(CC(=O)N2CCCCC2)c2ccccc12)c1ccccc1 do in these assays?
TexasRed fluor: -1.9%; TRb-SRC2 inh: 6.2%

What do the screens show for `CCc1ccc(NC(=O)CC(c2cc(OC)c(OC)c(OC)c2)N2Cc3ccccc3C2=O)cc1` (stereo unspecified)?
TexasRed fluor: -0.2%; TRb-SRC2 inh: 2.5%

How did COc1ccc(NC(=O)C2CCC(CNS(=O)(=O)c3ccc4c(c3)C(C)(C)C(=O)N4C)CC2)cc1 (stereo unspecified) do in these assays?
TexasRed fluor: 0.4%; TRb-SRC2 inh: -5.7%

How did COc1ccccc1/C=C/C(=O)Nc1nc2n(n1)C(c1ccc(F)cc1)C=C(c1ccccc1)N2 (stereo unspecified) do in these assays?
TexasRed fluor: -2.6%; TRb-SRC2 inh: 3.9%

Results for CC(=O)N1CCCC1c1nc2ccccc2n1Cc1c(F)cccc1Cl (stereo unspecified) ?
TexasRed fluor: -2.1%; TRb-SRC2 inh: 0.4%

How did Cc1ccc(C)c(CNC(=O)CN2C(=O)CSc3ccc(S(=O)(=O)N(C)C)cc32)c1 do in these assays?
TexasRed fluor: -1.1%; TRb-SRC2 inh: -3.5%

Results for CCOc1ccc(-c2nnc(SCC(=O)Nc3cc(C)ccc3OC)o2)cc1 ?
TexasRed fluor: -2.6%; TRb-SRC2 inh: 3.8%

Results for O=C(NCc1ccccc1Cl)c1cnc2sc(N3CCOCC3)nn2c1=O ?
TexasRed fluor: 0.5%; TRb-SRC2 inh: -1.7%

Results for Cc1cn2c(=O)c(S(=O)(=O)Nc3ccc(N4CCOCC4)cc3)c(C)nc2s1 ?
TexasRed fluor: 0.1%; TRb-SRC2 inh: -2.4%

What do the screens show for `Cc1cccc(C(=O)Nc2nc(-c3nnn(-c4cc(F)ccc4F)c3C)ns2)c1`?
TexasRed fluor: -1.5%; TRb-SRC2 inh: 14.4%

How did CC(C)OCCCNC(=O)CN1C(=O)COc2ccc(S(=O)(=O)N3CCCCCC3)cc21 do in these assays?
TexasRed fluor: -1.7%; TRb-SRC2 inh: -3.8%

Results for COc1cccc(C(=O)Nc2nc(-c3nnn(-c4cccc(Cl)c4C)c3C)ns2)c1 ?
TexasRed fluor: -2.5%; TRb-SRC2 inh: 7.4%

How did CC(C)O.CC(C)O.CC(C)O.CC(C)O.[Ti] do in these assays?
TexasRed fluor: -2.4%[201 µM]; TRb-SRC2 inh: -2.4%[201 µM]

How did Cc1cccc(NC(=O)N2CC(=O)Nc3sc4c(c3C2c2ccccc2)CCCC4)c1C (stereo unspecified) do in these assays?
TexasRed fluor: -0.5%; TRb-SRC2 inh: -2.2%

What do the screens show for `Cc1ccc(NC(=O)CN2C(=O)COc3ccc(S(=O)(=O)N4CCOCC4)cc32)c(Cl)c1`?
TexasRed fluor: 0.5%; TRb-SRC2 inh: 3.8%

How did CCOc1ccc(NC(=O)c2ccc3c(c2)c(C)c(C)n3Cc2ccc(F)cc2)cc1 do in these assays?
TexasRed fluor: 1.2%; TRb-SRC2 inh: 0.6%

What do the screens show for `CCOc1ccccc1CNC(=O)CSc1nnc(C)c2c(C)n(-c3ccccc3)nc12`?
TexasRed fluor: -0.7%; TRb-SRC2 inh: -2.5%

Results for CN(C(=O)CSc1nc2c(c(=O)[nH]1)CCCC2)c1ccccc1 ?
TexasRed fluor: 0.0%; TRb-SRC2 inh: 2.0%

What do the screens show for `CCOc1ccccc1NC(=O)C1CCN(S(=O)(=O)Cc2ccccc2)CC1`?
TexasRed fluor: -0.8%; TRb-SRC2 inh: -7.9%

How did Cc1cccc(NC(=O)c2cccc(N3CCCS3(=O)=O)c2)c1 do in these assays?
TexasRed fluor: -0.5%; TRb-SRC2 inh: -8.3%

Results for COc1ccc(NC(=O)CN2C(=O)COc3ccc(S(=O)(=O)Nc4ccccc4)cc32)cc1 ?
TexasRed fluor: -1.3%; TRb-SRC2 inh: 7.4%

How did COc1ccc(-c2noc(-c3ccc(N4CCN(c5ccccc5OC)CC4)c([N+](=O)[O-])c3)n2)cc1 do in these assays?
TexasRed fluor: 1.3%; TRb-SRC2 inh: 1.7%

Results for CC1CCN(c2nc3c(S(=O)(=O)c4cccc(Cl)c4)nnn3c3ccsc23)CC1 ?
TexasRed fluor: -1.5%; TRb-SRC2 inh: 4.8%

How did CCOCCOCCOCC do in these assays?
TexasRed fluor: 1.5%[201 µM]; TRb-SRC2 inh: 4.1%[201 µM]

What do the screens show for `COc1ccc(-c2cc(C)no2)cc1S(=O)(=O)NCc1ccc(OC(C)C)cc1`?
TexasRed fluor: -2.7%; TRb-SRC2 inh: 2.9%

How did Cc1ccc(-c2onc(C)c2C)cc1S(=O)(=O)N1CCN(c2ccccc2F)CC1 do in these assays?
TexasRed fluor: -1.7%; TRb-SRC2 inh: 4.7%

Results for O=C(CN1C(=O)CSc2ccc(S(=O)(=O)N3CCCC3)cc21)NCc1ccc(Cl)cc1 ?
TexasRed fluor: -1.7%; TRb-SRC2 inh: -9.0%

How did CC1=C(c2ccc(C(C)C)cc2)S(=O)(=O)N=C1N1CCN(c2ccc(F)cc2)CC1 do in these assays?
TexasRed fluor: -0.9%; TRb-SRC2 inh: -1.4%

Results for COC(=O)c1ccc(Cl)cc1NC(=O)Nc1nnc(N(C)C2CCCCC2)s1 ?
TexasRed fluor: -0.6%; TRb-SRC2 inh: -2.8%

Results for Cc1c(Cl)cccc1-n1nnc(-c2nc(-c3ccc4c(c3)OCO4)no2)c1C ?
TexasRed fluor: -1.9%; TRb-SRC2 inh: 10.6%

What do the screens show for `Cc1nnc(NC(=O)C(=O)c2cc(C)n(-c3ccc(C)c(C)c3)c2C)s1`?
TexasRed fluor: -1.5%; TRb-SRC2 inh: -3.1%

What do the screens show for `COc1cccc(CNC(=O)c2sc3nc(C)cc(C)c3c2-n2cccc2)c1OC`?
TexasRed fluor: 0.5%; TRb-SRC2 inh: -3.3%

What do the screens show for `Cc1cccc(N2CCN(c3ccc(C(=O)O)cc3NC(=O)c3cccc(Cl)c3)CC2C)c1` (stereo unspecified)?
TexasRed fluor: -0.6%; TRb-SRC2 inh: 7.8%

How did CC(C)c1ccc(S(=O)(=O)c2nnn3c2nc(N2CCCC2)c2sccc23)cc1 do in these assays?
TexasRed fluor: 1.0%; TRb-SRC2 inh: -3.0%

How did Cc1nnc2c3ccccc3nc(N3CCN(c4cccc(Cl)c4)CC3)n12 do in these assays?
TexasRed fluor: -0.3%; TRb-SRC2 inh: 0.7%

What do the screens show for `CC(=O)Nc1ccc(OC(C)=O)cc1`?
TexasRed fluor: -2.6%; TRb-SRC2 inh: 3.8%

What do the screens show for `COc1ccc(OC)c(NC(=O)CCCc2nnc3n(C(C)C)c(=O)c4sccc4n23)c1`?
TexasRed fluor: -0.1%; TRb-SRC2 inh: -2.1%

Results for COC(=O)c1c(SC)nc2ccccc2c1OCc1cc(C)ccc1C ?
TexasRed fluor: -0.6%; TRb-SRC2 inh: 0.2%

How did CCc1ccc(NC(=O)C2CCCN(S(=O)(=O)c3ccc4[nH]c(=O)ccc4c3)C2)cc1 (stereo unspecified) do in these assays?
TexasRed fluor: -0.8%; TRb-SRC2 inh: -5.7%

Results for O=C(Nc1cccc(C(F)(F)F)c1)Nc1nnc(N2CCCCCC2)s1 ?
TexasRed fluor: -1.4%; TRb-SRC2 inh: -0.6%

Results for COc1cccc(C(=O)c2cn(CC(=O)Nc3cccc(C)c3C)c3nc(C)ccc3c2=O)c1 ?
TexasRed fluor: 1.9%; TRb-SRC2 inh: -1.7%

Results for CCc1nn(CC(=O)NC2CC2)c(=O)c2cc3ccccc3n12 ?
TexasRed fluor: 9.6%; TRb-SRC2 inh: 9.5%

Results for Cc1ccc2onc(CNC(=O)Nc3cc(F)ccc3F)c2c1 ?
TexasRed fluor: -1.6%; TRb-SRC2 inh: -3.6%

What do the screens show for `CC(NC(=O)C1CCN(C(=O)c2ccc(-n3ccc4ccccc43)s2)CC1)c1ccccc1` (stereo unspecified)?
TexasRed fluor: -1.4%; TRb-SRC2 inh: 5.8%

Eight structures from above, arranged by count of non-hydrogen atoms, high to low:
Results for COc1cccc(C(=O)c2cn(CC(=O)Nc3cccc(C)c3C)c3nc(C)ccc3c2=O)c1 ?
TexasRed fluor: 1.9%; TRb-SRC2 inh: -1.7%

What do the screens show for `COc1ccc(OC)c(NC(=O)CCCc2nnc3n(C(C)C)c(=O)c4sccc4n23)c1`?
TexasRed fluor: -0.1%; TRb-SRC2 inh: -2.1%

How did CCc1ccc(NC(=O)C2CCCN(S(=O)(=O)c3ccc4[nH]c(=O)ccc4c3)C2)cc1 (stereo unspecified) do in these assays?
TexasRed fluor: -0.8%; TRb-SRC2 inh: -5.7%

How did CC(C)c1ccc(S(=O)(=O)c2nnn3c2nc(N2CCCC2)c2sccc23)cc1 do in these assays?
TexasRed fluor: 1.0%; TRb-SRC2 inh: -3.0%

How did Cc1nnc2c3ccccc3nc(N3CCN(c4cccc(Cl)c4)CC3)n12 do in these assays?
TexasRed fluor: -0.3%; TRb-SRC2 inh: 0.7%

Results for O=C(Nc1cccc(C(F)(F)F)c1)Nc1nnc(N2CCCCCC2)s1 ?
TexasRed fluor: -1.4%; TRb-SRC2 inh: -0.6%

Results for CCc1nn(CC(=O)NC2CC2)c(=O)c2cc3ccccc3n12 ?
TexasRed fluor: 9.6%; TRb-SRC2 inh: 9.5%

What do the screens show for `CC(=O)Nc1ccc(OC(C)=O)cc1`?
TexasRed fluor: -2.6%; TRb-SRC2 inh: 3.8%
